# Screening results: PubChem BioAssay, several laboratories
# FXIIa inh 1536 – blocks human coagulation factor XIIa protease activity | P00748 | purified FXIIa, Boc-QGR-AMC fluorogenic substrate, 2 h | inhibition, % at 5 µM | 220,000 tested, 0.3% active | AID 800; in the data active means inhibition above about 40%;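 further: 0% = enzyme with no compound and 100% = blank without enzyme; many of its hits are not listed in these tables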
# Rad51 HR inh – Rad51 (human) homologous recombination inhibition. 200,000 tested, 0.085% active. inhibition, % at 10 µM. AID 1385. Q06609. hRad51 DNA strand exchange, fluorescence dequenching;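 active means inhibition above 40% at the single screening dose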;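 further: 0% = DMSO control wells and 100% = blanks with heterologous ssDNA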
# Target sequence (Q06609 whole entry, looked up): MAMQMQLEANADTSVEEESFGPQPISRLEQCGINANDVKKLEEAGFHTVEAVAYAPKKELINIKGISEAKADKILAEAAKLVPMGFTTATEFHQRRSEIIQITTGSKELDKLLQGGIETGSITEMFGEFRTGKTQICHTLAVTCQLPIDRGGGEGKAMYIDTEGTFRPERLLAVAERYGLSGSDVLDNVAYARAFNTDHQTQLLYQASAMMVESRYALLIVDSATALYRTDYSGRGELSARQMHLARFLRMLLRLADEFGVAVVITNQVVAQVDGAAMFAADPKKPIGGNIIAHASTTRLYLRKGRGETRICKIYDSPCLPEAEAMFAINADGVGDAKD
#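 material = hRad51 filaments on single-stranded DNA | timing = filaments 15 min 37 °C, then compound 30 min | signal = FRET fluorescence dequenching, excitation 485 nm, emission 520 nm | benchmarks = control wells and blank wells on each plate | evaluation = percent inhibition relative to plate controls and blanks | compound = 10 µM final, single point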
# L929 necroptosis – blocks zVAD induced death of L929 cells | viability rescue, % at 10 µM | 220,000 tested, 0.38% active | AID 1377 | L929 zVAD necroptosis rescue, ATP luminescence, 24 h; with zVAD 60 µM;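 active means activation, scaled between plate controls, above about 75%, limit read from the data; inactive means activation under that limit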;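 further: 0% = zVAD with DMSO and 100% = DMSO alone without zVAD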
# FXIa inh 1536 – blocks human coagulation factor XIa protease activity. P03951. purified FXIa, Boc-Glu-Ala-Arg-AMC fluorogenic substrate. inhibition, % at 5 µM. 220,000 tested, 0.14% active;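 active means inhibition of at least 40%; inactive means inhibition below 40%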;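 further: fluorescence of freed AMC excited at 355 nm; 0% = enzyme without compound and 100% = no enzyme blank; many of its hits are not listed in these tables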
# TNF necrop inh – blocks TNF-alpha induced death of Jurkat FADD-/- cells; Jurkat FADD-/- TNF necroptosis rescue, ATP luminescence, 24 h; 0 = TNF only, 100 = no-TNF cells; AID 463075; activation (protection from cell death), % at 10 µM; 220,000 tested, 0.068% active;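 active means activation, meaning protection from cell death, of at least 50% relative to plate controls; inactive means activation below 50%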;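 further: necroptosis triggered by 40 ng/mL TNF-alpha added together with compound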
# KCC2 mod – modulators of human KCC2 chloride dependent transport; Q9H2X9; KCC2 cells, thallium flux FluoZin-2 fluorescence; B-score of Tl+ flux slope (higher = more flux/activation; lower = inhibition) at 10 µM; 190,000 tested, 2.2% active; AID 1456;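 active means thallium flux slope and its plate-corrected score both differing from the plate sample mean at a set confidence after two filtering rounds, in either direction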;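 further: slope of fluorescence scaled to starting intensity during 10 to 20 s after thallium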
# Hck Nef HTS – human Hck-Nef kinase inhibition; AID 463187; 220,000 tested, 0.68% active; Recombinant Hck-YEEI plus Nef, Z-Lyte FRET kinase assay; P08631; inhibition, % at 20 µM;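 active means Hck-Nef kinase inhibition above about 50%, limit read from the data; inactive means inhibition below that limit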;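 further: 0% = DMSO with Hck plus Nef and 100% = Hck alone without Nef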
# Target sequence (P08631 whole entry, looked up): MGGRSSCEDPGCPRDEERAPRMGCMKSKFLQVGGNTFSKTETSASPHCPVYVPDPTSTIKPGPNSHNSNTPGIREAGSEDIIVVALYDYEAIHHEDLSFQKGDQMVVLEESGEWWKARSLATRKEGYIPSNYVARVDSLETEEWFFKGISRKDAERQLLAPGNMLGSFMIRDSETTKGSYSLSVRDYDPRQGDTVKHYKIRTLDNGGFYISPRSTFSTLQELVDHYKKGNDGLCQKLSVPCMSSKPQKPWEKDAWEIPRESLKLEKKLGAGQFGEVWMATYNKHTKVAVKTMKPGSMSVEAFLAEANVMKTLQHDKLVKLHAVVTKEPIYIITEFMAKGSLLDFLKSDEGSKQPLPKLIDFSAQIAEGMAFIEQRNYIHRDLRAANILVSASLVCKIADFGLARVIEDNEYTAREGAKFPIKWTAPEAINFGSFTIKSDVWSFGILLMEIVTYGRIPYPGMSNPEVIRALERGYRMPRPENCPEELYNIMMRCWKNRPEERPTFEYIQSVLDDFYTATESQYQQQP
# Thrombin inh – blocks human thrombin protease activity. 220,000 tested, 0.26% active. inhibition, % at 5 µM. alpha-thrombin, Boc-VPR-AMC fluorogenic substrate cleavage. AID 1046;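 active means inhibition at or above 40%; inactive means inhibition below 40%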;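 further: 0% = enzyme with no compound and 100% = wells without enzyme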
#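 Test system: human alpha-thrombin; medium: pH 7.5 Tris-saline with Tween 20; times: reaction at room temperature; signal: AMC fluorescence at 355 nm excitation and 460 nm emission; also added: Boc-VPR-AMC substrate, 15 µM final; dosing: one concentration per compound, 5 µM, with 0.2% DMSO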
# KLK5 inh – inhibitors of human kallikrein 5; 210,000 tested, 0.59% active; recombinant hK5, fluorogenic AMC substrate cleavage; inhibition, % at 5 µM; AID 873;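 active means inhibition of 40% or more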;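 further: 0% = enzyme controls without compound and 100% = no-enzyme blanks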
# Target sequence (Q9Y337 67-293 limits assumed): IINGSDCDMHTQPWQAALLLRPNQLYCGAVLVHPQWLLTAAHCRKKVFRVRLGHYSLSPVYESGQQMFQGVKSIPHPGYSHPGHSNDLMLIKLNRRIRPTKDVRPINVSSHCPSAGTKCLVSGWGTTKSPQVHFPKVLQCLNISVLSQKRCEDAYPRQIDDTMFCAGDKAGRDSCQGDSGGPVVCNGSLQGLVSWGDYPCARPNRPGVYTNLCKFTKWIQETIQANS
# * marks the source's active call; other numbers are inactive results; . = no result given; & = joins results of further samples. These rows are one share of the data; the hit share may differ from the screen's.
entry	SMILES	FXIIa inh 1536	Rad51 HR inh	L929 necroptosis	FXIa inh 1536	TNF necrop inh	KCC2 mod	Hck Nef HTS	Thrombin inh	KLK5 inh
1	CC(C)(C)C(=O)COC(=O)c1ccc(O)cc1	11	0	0.1	3	-1.4	-0.031	0	0	-22
2	O=C(CCNS(=O)(=O)c1ccc(Br)s1)NCc1ccccc1	5	9	1.8	-2	2.4	-0.89	21	-5	1
3	COc1ccc(C(=O)NCc2cn3cccc(C)c3n2)cc1OC	12	5	1.1	3	1.1	0.42	0	-7	-18
4	CCC(C(=O)OCC(=O)Nc1cccc(C(C)=O)c1)c1ccccc1 (stereo not drawn)	9	8	3.9	5	0.0	-1.1	27	0	14
5	COc1ccc(-n2cnc(N)c2C(=O)c2cccc([N+](=O)[O-])c2)cc1	3	-3	2.3	4	-0.3	-0.014	-3	1	-9
6	COc1ccc(CCCc2nnc(SCC(=O)NN)o2)cc1	9	6	-0.1	-1	1.3	0.19	24	-10	-5
7	C#Cc1ccc([C@@H]2C=C(C(=O)NC3CC3)O[C@H](OCC)[C@H]2CCCO)cc1	-1	-1	0.8	-4	3.9	-1.9	26	-7	-4
8	C=CCn1c(SCCCC)nc(O)cc1=O	11&6	0&-4	0.8&0.6	1&-2	0.3&0.7	-0.099&-0.086	2&16	-6&-7	-18&0
9	O=C(Cn1c(=S)[nH]c2ncccc2c1=O)NCCc1ccccc1	12	-8	1.0	0	0.1	1	19	-13	-8
10	O=C(COC(=O)CCC(=O)c1cccs1)NCc1ccc(Cl)cc1	1	28	22	-3	-0.4	.	14	3	-4
11	O=C(Nc1cccc(S(=O)(=O)N2CCCCCC2)c1)c1ccc2ccccc2n1	7	2	-0.1	-3	2.7	0.21	0	-11	-4
12	COc1ccc(OC)c(N(CC(=O)N2CCC(C)CC2)S(=O)(=O)c2ccccc2)c1	-18	.	-0.5	-4	-1.2	.	1	-6	0
13	COc1ccc(Cl)cc1N(CC(=O)N/N=C/c1ccc(OC(C)C)cc1)S(=O)(=O)c1ccc(C)c([N+](=O)[O-])c1	8	-4	5.3	3	3.6	0.7	0	-2	-8
14	CCn1ncc(/C=N/NS(=O)(=O)c2ccc(Cl)cc2)c1C	7	-2	-0.5	-4	0.4	1.6	-1	3	-7
15	Cc1ccc(-c2cc(C(=O)NCC3CCCO3)c3ccccc3n2)o1 (stereo not drawn)	.	.	-0.9	.	-3.1	0.12	5	.	.
16	COc1ccc(C(=O)/C=C/N(C)C)cc1	11	1	1.5	2	-2.1	.	8	-1	-26
17	O=C(CSc1nnc(-c2cccs2)o1)N1CCOCC1	18	-5	0.0	3	0.1	1.3	0	4	-15
18	CCOC(=O)NC(=O)COC(=O)CNC(=O)c1cccc(OC)c1	.	0	2.8	2	0.2	-1.8	-24	0	1
19	COc1ccc(C(=O)/C=C/C(=O)N(Cc2ccc(F)cc2)C(C(=O)NC2CCCCC2)c2ccncc2)c(O)c1 (stereo not drawn)	7	-12	0.5	4	3.4	-0.37	0	-6	-15
20	COc1ccc(C)cc1NC(=O)c1ccccc1NS(=O)(=O)c1cccc2cccnc12	8	-2	-0.3	5	0.6	1.4	1	-4	-4
21	CC(C)(C)NC(=O)Cn1c(SCC(=O)Nc2nccs2)nc2ccccc21	8	1	0.0	4	-0.3	0.26	8	2	-2
22	Cc1ccccc1NC(=O)Cn1nnc(-c2ccc(N3CCOCC3)cc2)n1	2	2	-0.2	-4	-2.6	-0.11	0	-5	1
23	CCOc1c(Br)cc(CNc2ccc(N3CCOCC3)cc2)cc1OC	9	.	0.3	-1	0.3	-0.76	32	-1	-1
24	COc1ccc(NC(=O)OCC(C)C)cc1OC	16	4	-0.7	6	0.5	0.042	3	-1	-2
25	COc1ccc(CC(=O)OCC(=O)Nc2c(C)n(C)n(-c3ccccc3)c2=O)cc1	21	-3	-0.6	-3	0.5	0.99	6	3	-18
26	CCOC(=O)CSc1nc(-c2ccncc2)ccc1C#N	-3	5	0.3	-12	-1.3	-1.1	1	-6	-4
27	CC(C(=O)O)n1nnc2ccccc21 (stereo not drawn)	1	-26	1.1	2	1.4	-0.15	5	-7	-9
28	CC(C)OC(=O)c1cccnc1N1CCN(c2cccc(Cl)c2)CC1	19	-5	-1.1	10	0.3	0.19	16	8	21
29	Cc1nn(C)c(C)c1S(=O)(=O)N(CC(=O)Nc1nccs1)c1ccc(C(C)C)cc1	7	-8	0.8	-1	2.1	-0.28	-2	-4	0
30	Cc1cccc(OC(=O)c2sc(Cl)nc2C)c1	2	.	0.4	14	-0.8	0.061	3	-5	-16
31	CCCS(=O)(=O)N1CCN(C(=O)COc2ccc(OC)cc2)CC1	14	-8	0.7	0	-0.2	-0.069	1	-1	1
32	CCN(CC)c1ccc(/C=N/NC(=O)c2cccc(S(=O)(=O)N3CCOCC3)c2)cc1	3	-3	7.0	5	3.5	0.19	-3	-14	-14
33	Clc1ccc(Cn2nc(-c3ccccc3)nc2-c2ccccc2)cc1	9	-1	0.3	1	1.0	0.34	4	-11	-21
34	O=C(CSc1nc2ccccc2s1)Nc1ccc(Cl)c(S(=O)(=O)N2CCOCC2)c1	9	-5	1.1	5	2.9	0.45	2	-7	-7
35	COc1ccc(NC(=O)N2CCN(S(C)(=O)=O)CC2)cc1OC	6	-9	2.2	3	1.5	-0.19	-1	-5	6
36	CCCCOC(=O)CCc1nc2ccccc2[nH]c1=O	19	-7	-0.1	-2	1.0	.	-1	5	-21
37	Cc1ccc(/C=N/N=C2/NC(=O)CS2)o1	16	1	7.6	3	0.4	.	47	4	6
38	CCN(CCCNC(=O)CCn1c(=O)[nH]c2ccccc2c1=O)c1cccc(C)c1	-4	-4	-0.5	1	-0.4	-0.97	2	-3	-4
39	Cc1cc(C(=O)NCCCN2CCCC2=O)no1	4	7	-0.1	-4	-1.1	.	0	-3	-10
40	COC(=O)CC(NC(=O)c1cccs1)c1ccc(OC)c(OC)c1 (stereo not drawn)	10	-2	3.6	2	0.3	-0.3	23	-10	-6
41	COc1nc(N/N=C/c2cc3c(cc2Br)OCO3)nc(N2CCOCC2)n1	10	4	0.7	-4	-4.4	-1.6	1	-5	1
42	CC(C)CC(NS(=O)(=O)c1ccccc1)C(=O)O (stereo not drawn)	13	4	-0.5	7	0.6	.	-1	4	-26
43	O=C(O)[C@H](Cc1ccccc1)NC(=O)N1CCN(c2cccc(C(F)(F)F)c2)CC1	7	-7	0.1	1	-0.1	-0.12	15	-1	1
44	Cc1cccc(N2C(=O)c3ccc(C(=O)Nc4c[nH]c(=O)[nH]c4=O)cc3C2=O)c1	3	26	0.2	-1	5.5	0.035	8	-3	1
45	CCCCS(=O)c1c(O)c2ccccc2[nH]c1=O (stereo not drawn)	7	.	0.1	7	-0.1	0.79	4	-2	-14
46	CC(C)CCN1CCN(Cc2cccc3cccnc23)CC1CCO (stereo not drawn)	17	-12	-1.0	11	1.4	-0.43	-4	4	18
47	Cc1ccc(-c2nnc3n2N=C(c2ccccc2Br)CS3)cc1	10	3	-0.3	2	-5.8	-0.69	0	0	2
48	O=C(Cn1cnc2ccccc2c1=O)N1CCN(Cc2ccccc2)CC1	4	4	-0.2	-15	0.0	1.4	-2	0	-32
49	N#CC1=C2SC=C(c3ccc(Br)cc3)N2CCCC1=O	8	0	20	-1	0.6	-0.53	18	7	-3
50	CC(C)C12CN3CC(C(C)C)(CN(C1)C3c1ccc3c(c1)OCO3)C2=O (stereo not drawn)	3	3	0.1	-16	-1.9	-1.2	1	1	-4
51	N#C/C(=C\c1c[nH]c2ccccc12)C(N)=O	11	.	0.9	3	0.1	-0.68	44	-1	4
52	COc1ccc(C(=O)COC(=O)CN2CC(=O)Oc3ccccc32)cc1Br	28	0	-0.2	3	-2.7	0.6	-1	22	-2
53	CC1CN=C2C(C(=O)Nc3ccccc3)=C(O)CC(c3ccccc3)N21 (stereo not drawn)	9	.	0.0	-1	0.5	-2.4	1	-3	-7
54	CC1(C)CC(=O)C2=C(C1)OC(N)=C(C#N)C2c1cn(-c2ccccc2)nc1-c1ccccc1 (stereo not drawn)	9	.	0.4	2	0.0	-0.59	1	-3	-7
55	COc1ccc(C(=O)NCC(=O)NCC(=O)OCC(=O)c2cccs2)cc1	9	.	-0.1	6	-0.4	-0.77	5	1	-11
56	CCOc1ccc(/C(O)=C2/C(=O)C(=O)N(c3ncccn3)C2c2ccc(Cl)cc2)cc1 (stereo not drawn)	9	5	-0.4	0	-1.8	-1	9	-4	-1
57	CCOc1ccc(C(=O)CC(Sc2ccc(C)cc2)C(=O)O)cc1 (stereo not drawn)	1	-6	-0.8	-4	-1.3	-3	46	-2	-11
58	O=C(CCS(=O)(=O)c1ccc(Br)cc1)N1CCN(Cc2ccccc2)CC1	1	4	0.7	-10	1.2	-0.92	2	2	-3
59	Cc1cc(C)c2[nH]c(=O)c(C(c3nnnn3C(C)(C)C)N(Cc3ccco3)CC3CCCO3)cc2c1 (stereo not drawn)	-3	-2	-0.7	6	2.4	0.0016	5	-1	-8
60	Cc1cccc(C(=O)N2CCC(c3nc4ccccc4s3)CC2)c1	8	2	12	-5	0.3	-0.53	13	1	4

# 3 entries from above, arranged by length of the SMILES, falling.
entry	SMILES	FXIIa inh 1536	Rad51 HR inh	L929 necroptosis	FXIa inh 1536	TNF necrop inh	KCC2 mod	Hck Nef HTS	Thrombin inh	KLK5 inh
53	CC1CN=C2C(C(=O)Nc3ccccc3)=C(O)CC(c3ccccc3)N21 (stereo not drawn)	9	.	0.0	-1	0.5	-2.4	1	-3	-7
57	CCOc1ccc(C(=O)CC(Sc2ccc(C)cc2)C(=O)O)cc1 (stereo not drawn)	1	-6	-0.8	-4	-1.3	-3	46	-2	-11
47	Cc1ccc(-c2nnc3n2N=C(c2ccccc2Br)CS3)cc1	10	3	-0.3	2	-5.8	-0.69	0	0	2

# Further results follow.
entry	SMILES	FXIIa inh 1536	Rad51 HR inh	L929 necroptosis	FXIa inh 1536	TNF necrop inh	KCC2 mod	Hck Nef HTS	Thrombin inh	KLK5 inh
61	CCN1CCN(C(=O)CN(c2cccc(Br)c2)S(=O)(=O)c2ccccc2)CC1	9	0	-0.6	5	0.5	-0.01	3	-6	-16
62	C=CCn1cccc(C(=O)Nc2ccc(OC)cc2)c1=O	10	1	0.4	2	-0.1	-0.0044	2	0	16
63	Cc1ccc(-n2c(SCC(=O)Nc3ccc4c5c(cccc35)CC4)nc(O)c(C)c2=O)cc1	-1	9	1.3	-8	1.9	-2.7	0	-8	-12
64	O=C(c1cccc(C(F)(F)F)c1)C1CCCN(Cc2ccc(OCCO)cc2)C1 (stereo not drawn)	4	9	0.5	0	-0.5	1.2	-2	-2	0
65	COc1ccc(C=O)cc1OC(=O)C1(C)Cc2ccccc2C(=O)O1 (stereo not drawn)	14	-11	-0.8	9	-1.2	-0.83	7	6	-7
66	O=C(NN=C1CCCC1)C1COc2ccccc2O1 (stereo not drawn)	10	16	-0.3	25	0.1	-0.22	25	0	15
67	CC(=O)N(c1ccc(Br)cc1)C1C=CS(=O)(=O)C1 (stereo not drawn)	12	3	0.8	4	4.2	0.22	19	-1	2
68	C=C[C@@](C)(O)CC[C@@H]1[C@@]2(C)CCCC(C)(C)[C@@H]2CC[C@@]1(C)O	13	0	0.4	7	0.1	-0.013	-4	2	9
